H9c2 protect – myocardial damage modulation in H9c2 cells | H9c2 cardiomyocytes, H2O2 injury protection, ATPLite, 2 h | protection from H2O2 cell death, % at 20 µM | actives 0.63% (n = 360,000) | AID 588492;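 active means compounds giving at least 50% protection of heart cells from peroxide-induced death in the single-dose screen, raw or plate-pattern-corrected value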;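 further: 0% = DMSO wells with peroxide and 100% = DMSO wells without peroxide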
m5-HT2A agonist – mouse HTR2A agonism via beta-arrestin recruitment; P35363; CHO-K1 mHTR2A beta-arrestin complementation, luminescence; percent of 30 µM serotonin response; activation, % at 7.6 µM; actives 0.66% (n = 360,000); AID 624169;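 active means activation above a run cutoff, the mean activation of all tested compounds plus 3 SD, cut at about 14% in these data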;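 further: 0% = plate median of compound wells and 100% = 30 µM serotonin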
Target sequence (P35363 whole entry, looked up): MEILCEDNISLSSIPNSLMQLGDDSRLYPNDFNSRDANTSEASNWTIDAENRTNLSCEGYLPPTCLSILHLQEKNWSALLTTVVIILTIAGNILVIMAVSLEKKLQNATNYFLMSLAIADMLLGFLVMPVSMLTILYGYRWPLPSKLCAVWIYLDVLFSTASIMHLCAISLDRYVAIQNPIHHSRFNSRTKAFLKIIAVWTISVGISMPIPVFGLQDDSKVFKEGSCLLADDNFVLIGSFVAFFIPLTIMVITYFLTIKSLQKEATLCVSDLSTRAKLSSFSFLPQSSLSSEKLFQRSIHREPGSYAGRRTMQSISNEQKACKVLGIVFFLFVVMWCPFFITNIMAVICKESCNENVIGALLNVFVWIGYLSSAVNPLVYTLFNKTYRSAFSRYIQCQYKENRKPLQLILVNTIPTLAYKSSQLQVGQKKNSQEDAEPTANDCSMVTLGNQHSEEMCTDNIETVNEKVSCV
PDI inh – blocks human protein disulfide isomerase activity; P07237; PDI insulin aggregation turbidity, A650, 90 min; inhibition, % at 10 µM; actives 0.052% (n = 350,000); AID 588391;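 active means mean inhibition across replicates of 30% or more, whatever share of single replicates reach that level; inconclusive means mean inhibition below 30% while every single replicate reaches 30%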;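 further: absorbance from insulin aggregation driven by PDI reduction with DTT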
Target sequence (P07237 whole entry, looked up): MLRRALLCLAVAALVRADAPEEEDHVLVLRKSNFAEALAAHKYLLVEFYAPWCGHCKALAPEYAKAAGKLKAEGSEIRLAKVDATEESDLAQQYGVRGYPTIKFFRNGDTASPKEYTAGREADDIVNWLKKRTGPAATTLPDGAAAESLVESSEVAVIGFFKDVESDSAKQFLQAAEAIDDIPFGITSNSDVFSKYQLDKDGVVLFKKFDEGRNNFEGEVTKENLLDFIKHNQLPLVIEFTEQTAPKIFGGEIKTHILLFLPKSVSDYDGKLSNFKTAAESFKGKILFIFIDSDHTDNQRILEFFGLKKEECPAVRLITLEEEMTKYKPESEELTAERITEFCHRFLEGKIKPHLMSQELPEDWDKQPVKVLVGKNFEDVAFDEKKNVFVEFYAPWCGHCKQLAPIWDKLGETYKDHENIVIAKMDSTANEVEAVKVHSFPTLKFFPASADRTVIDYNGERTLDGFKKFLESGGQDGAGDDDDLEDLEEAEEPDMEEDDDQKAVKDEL
Vif inh – inhibitors of HIV Vif; HEK293T cells, Vif self-association by quenched fluorescence, imaging, 24 h; inhibition, % at 7.49 µM; actives 0.35% (n = 340,000); in the data active means inhibition above about 50%, passing the limit was not always enough; inconclusive means no clear call, values can overlap the other calls; inactive means below about 31%; further: some results filed as inactive read as strong as hits
ABCB6 inh MLPCN – blocks the human ABCB6 transporter; AID 602162; K562-ABCB6 porphyrin accumulation, flow cytometry, 1 h; stronger effect = lower value; Q9NP58; fluorescence ratio to DMSO, % at 10 µM; actives 0.19% (n = 360,000);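 active means fluorescence ratio to DMSO below 75%, the collection mean minus 3 SD; inconclusive means too few cells collected in the well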;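 further: signal is porphyrin accumulated inside mitochondria; 100% equals median channel fluorescence of DMSO control wells; lower ratio means ABCB6 inhibition with less porphyrin fluorescence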
Glyco luc inh – blocks N-linked glycosylation in D54 reporter cells | D54 ERlucT glycosylation luciferase reporter, 24 h; percent of 100 nM tunicamycin response | reporter increase, % at 12.5 µM | actives 0.23% (n = 360,000);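 active means mean luciferase reporter signal, scaled so untreated is 0 and the glycosylation-blocking control 100, at or above a set limit in every replicate; inconclusive means mean reaches the limit but not every replicate does; inactive means mean below the limit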;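 further: luciferase carries N-glycosylation sites so blocking glycosylation raises the light; 0% = median of neutral control wells and 100% = median of 100 nM tunicamycin wells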
CaV13 ICDI inh – Disruptors of the CACNA1D IQ motif to Ca2+-dependent inactivation inhibitor domain association, primary screening, Förster resonance energy transfer in intact living …. HEK cells, CFP/YFP FRET ICDI-IQ, plate reader, 10 min; percent FRET-ratio fall versus neutral wells. inhibition, % at 12.3 µM. actives 0.098% (n = 340,000);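 active means mean replicate inhibition of at least 30% and at least 1% of replicates passing that level; inconclusive means only one of the two criteria is met; inactive means neither criterion is met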;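 further: 0% = median of the neutral control wells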
iPSC survival up – increases survival of single human iPS cells; actives 0.044% (n = 360,000); survival enhancement, % at 20 µM; hiPSC single-cell survival, ATPlite luminescence; 100% = ROCK inhibitor wells, 0% = DMSO; AID 602274; in the data active means survival enhancement above about 18%;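 further: cells exposed to compounds for 16 hours before the ATP read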
Granule exo inh – blocks lytic granule exocytosis; TALL-104 LAMP-1 surface exposure, flow cytometry; cells stimulated with thapsigargin and PMA; inhibition, % at 10 µM; actives 0.66% (n = 360,000); AID 651702;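 active means inhibition above about 55%, limit read from the data; inconclusive means no clear call, values can overlap the other calls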
aDG glyco act – alpha-DG glycosylation activation. Pro5-aDG cells, alpha-DG glycosylation AlphaScreen (IIH6); 0% Pro5, 100% B10-LARGE cell signal. AID 624168. activation, % at 10 µM. actives 0.22% (n = 360,000);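 active means activation of at least 8% versus controls, or a plate z-score of at least 8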;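 further: Pro5 are CHO cells carrying HIG-tagged alpha-DG that lacks glycosylation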
* marks the source's active call; other numbers are inactive results; ? = inconclusive; · = no result given.

SMILES	H9c2 protect	m5-HT2A agonist	PDI inh	Vif inh	ABCB6 inh MLPCN	Glyco luc inh	CaV13 ICDI inh	iPSC survival up	Granule exo inh	aDG glyco act
CCCCCNC(=O)C(c1ccncc1)n1c(=O)c(-c2ccccc2)nc2ccccc21 (stereo not given)	·	0	·	·	·	·	-10	·	1	0.0
COc1cc2nc(CN(C)Cc3ccc(Cl)cc3)[nH]c(=O)c2cc1OC	2	-2	0	9	102	2	-2	0.7	0	-0.2
CCNC(=O)CN1c2cccc3cccc(c23)S1(=O)=O	3	0	-3	22	101	-1	-4	-1.8	9	-0.2
CCNC(=O)CN1C(=O)NC(Cc2ccccc2)(Cc2ccccc2)C1=O	0	-3	-2	-6	98	3	-7	-0.2	2	-0.3
CCOC(=O)c1ccc[n+]([O-])c1	-6	-3	-2	-8	98	1	-7	2.9	5	-0.3
O=C(CCNC(=O)C1CCN(S(=O)(=O)c2ccccc2)CC1)NCc1cccc(Cl)c1	0	6	0	5	97	-1	-7	0.6	-1	0.0
COc1ccccc1CCC(=O)OCC(=O)Nc1ccc(C)c(S(=O)(=O)N2CCCCC2)c1	1	2	7	4	92	1	-6	0.1	0	-0.3
Cc1nnc(NC(=O)CSc2ncc(-c3ccccc3)[nH]2)s1	6	-4	1	-1	102	1	13	0.7	1	0.2
CCO[C@@H]1OC(C(=O)NCc2nc3ccccc3[nH]2)=C[C@H](c2coc3ccccc3c2=O)[C@H]1CCCO	3	-2	-1	33	99	3	-3	0.8	3	-0.5
O=C(NNC(=O)C1CCN(S(=O)(=O)c2ccc(Cl)cc2)CC1)c1ccccc1O	28	4	4	-4	96	-5	-7	1.0	3	0.0
Cc1cccc(OCCn2c(-c3ccco3)nc3ccccc32)c1	-1	-3	-6	-4	89	-1	-3	-0.8	0	0.7
c1ccc(Cc2nnc3sc(-c4ccc5c(c4)OCO5)nn23)cc1	0	2	4	0	98	0	-8	1.7	-1	-0.1
CCOc1cc(/C=N\Nc2ccc([N+](=O)[O-])cc2)ccc1OCC(=O)Nc1ccc(C)c(C)c1	-2	-7	-18	-8	220	-3	-7	0.7	0	0.1
O=C(O)C1CCN(c2nc(-c3ccccc3)c3cc(Br)ccc3n2)CC1	-2	1	7	1	103	1	-9	0.2	-11	0.4
O=C(Nc1ccc(NC(=O)C2CCCCC2)nc1)c1ccco1	-9	-1	-2	5	97	-1	-5	2.2	-2	-0.1
CC(C)Oc1nc(-c2ccc(Cl)cc2)nc2ccccc12	-5	-3	9	-2	85	2	-5	0.2	-3	-0.1
CCN(CC)c1ccc(/C=C2\C(=N)N3N=C(CC(=O)N4CCOCC4)SC3=NC2=O)cc1	-4	3	-6	·	263	2	-8	-0.1	0	-0.4
Cc1cnc(NC(=O)C2CC(=O)N(c3cccc(Cl)c3)C2)s1 (stereo not given)	0	-5	-1	-2	95	?	-5	-0.4	-1	-0.5
O=C(CCS(=O)(=O)c1ccccc1)NNC(=O)CSc1ccccc1F	5	4	2	-2	95	0	-6	0.1	-6	-0.1
CCOC(=O)C1=C(c2ccccc2)NC(=O)NC1c1ccsc1 (stereo not given)	-6	-4	16	1	94	1	-20	-0.9	-2	0.0
CCN(CC)c1ccc(Nc2nc(-c3cccnc3)cs2)cc1	-1	-4	2	-2	98	-3	-18	0.1	-7	0.0
O=C(Nc1ccccc1N1CCN(C(=O)c2ccccc2)CC1)c1cccc(Cl)c1	17	1	9	-5	97	2	-5	0.3	2	-0.1
CCCCNc1c(CCc2ccccc2)nc2nc(C)cc(C)n12	·	-4	·	·	120	·	-10	-0.1	1	0.0
CC(=O)c1cc(C(=O)Nc2ccc(C(=O)O)cc2)oc1C	-1	8	-2	-7	104	-1	·	-2.2	2	-0.1
CCOC(=O)C(NCc1ccco1)(NC(=O)c1ccccc1)C(F)(F)F (stereo not given)	1	1	-14	13	99	3	·	-2.1	-1	-0.2
COc1cc(C(=O)NNC(=O)c2cccn2C)cc(OC)c1OC	-2	0	2	-15	98	1	-6	0.2	-2	-0.1
N#Cc1ccccc1OCC(=O)OCC(=O)NC1CC1	5	-3	4	-11	95	1	-3	-0.9	-13	-0.1
CC1(C)CC(=O)C(Br)=C(O)C1	-4	7	2	14	169	0	-4	0.9	2	0.1
CC(=O)NS(=O)(=O)c1ccc(NC(=O)c2ccc3c(c2)OCO3)cc1	4	3	-2	-4	100	2	-5	0.1	-2	0.0
CCC(CC)NC(=O)c1cc2c(C)nn(Cc3ccccc3Cl)c2s1	16	3	0	3	100	-6	·	-0.8	1	-0.1
CCN(CC(=O)Nc1ccc(NC(C)=O)cc1)C(=O)c1cccc(N2C(=O)c3ccccc3C2=O)c1	0	-3	4	8	92	2	-6	-0.3	-1	-0.1
COc1ccc(-c2nc3c(Cl)cc(C(F)(F)F)cn3c2Cc2ccsc2)cc1OC	·	-1	·	·	97	·	-18	-0.3	13	0.0
O=C(COC(=O)CCCN1C(=O)c2cccc3cccc(c23)C1=O)NC1CCS(=O)(=O)C1 (stereo not given)	12	1	-13	4	97	1	-7	0.2	12	-0.2
CS(=O)(=O)N1CCc2cc(C(=O)Nc3ccccc3Cl)ccc21	-6	3	-9	6	104	0	-18	-0.2	-2	-0.2
O=C(O)c1sccc1Oc1ccc(F)cc1[N+](=O)[O-]	5	0	-14	14	92	4	-4	0.6	1	-0.1
Cc1c(C(=O)NCc2ccccn2)oc2c(Cl)cccc12	17	-2	-8	-6	98	-2	-2	-0.1	6	1.4
CCOC(=O)c1ccc(NC(=S)N(CCCN2CCN(C)CC2)Cc2cccs2)cc1	25	-6	3	-7	94	0	3	-0.7	9	2.0
CCOC(=O)CSc1nnc([C@@H](NC(=O)OC(C)(C)C)C(C)C)o1	3	7	4	16	97	2	-5	-2.8	0	-0.1
COc1ccccc1N(C)S(=O)(=O)c1ccc(C(=O)NC(C)(C)C)cc1	8	-3	1	-10	86	2	-4	-0.3	1	-0.4
CN(CC(=O)Nc1ccc(N2CCOCC2)cc1)CC(=O)Nc1ccc(N2CCOCC2)cc1	12	2	6	1	94	-1	-17	-0.7	-1	-0.2
CC1(C)CC(=O)C(N=Nc2ccc(S(=O)(=O)N3CCOCC3)cc2)=C(O)C1	3	-3	2	2	100	0	-7	1.9	1	-0.1
O=S(=O)(c1ccc(N2CC=C(c3ccccc3)CC2)nc1)N1CCCC1	2	-4	-1	-14	85	-4	-6	-2.9	-2	-0.4
CCOc1cc(CNc2ccc3[nH]c(=O)[nH]c3c2)ccc1OCC(=O)NC(C)(C)C	57*	1	-5	·	95	-1	·	-0.1	2	-0.2
COc1cc(S(=O)(=O)N2CCN3CCCC3C2)ccc1-n1cnnn1 (stereo not given)	-1	1	0	3	92	0	-7	2.7	-2	0.5
O=C(CNCc1ccco1)Nc1cccc(S(=O)(=O)N2CCCCC2)c1	-1	4	17	1	93	0	4	-0.4	-4	0.2
COc1ccccc1Nc1nc(-c2c(C)[nH]c3ccccc23)cs1	-12	0	-3	-3	135	-1	-4	-1.6	13	-0.1
CS(=O)c1ccccc1COC(=O)Nc1cccc(Cl)c1 (stereo not given)	-6	-4	1	-1	102	-2	·	1.1	-3	0.3
O=C(Oc1c(CN2CCOCC2)cc(Cl)c2cccnc12)c1ccc(F)cc1	15	-15	-5	-2	92	-14	-4	-1.3	0	-0.5
Cn1nnc2sc3c(c2c1=O)CCCC3	3	3	1	-11	84	1	-5	1.4	2	-0.3
CCOc1cc(C2C(C(=O)c3ccccc3)=C(C(=O)OC)Nc3nnnn32)ccc1O (stereo not given)	-16	-4	9	0	105	1	·	0.1	-7	0.0
Nn1c(SCC(=O)NCc2ccccc2)nncc1=O	-1	1	2	-10	90	5	-4	-1.5	-3	-0.2
O=C(Nc1ccc(N2CCCC2)cc1)c1cccc(Cl)c1	-15	-3	-6	13	104	-15	-4	-0.2	-3	0.1
O=C1C(NS(=O)(=O)c2ccc(Br)cc2)=C(N2CCCCC2)C(=O)c2ccccc21	-12	-4	-2	-7	106	5	-16	-0.5	2	0.2
N#Cc1c(SCC(=O)Nc2nc3ccc(Br)cc3s2)sc2c(O)cc(=O)[nH]c12	-1	-10	-3	5	110	1	-4	-0.8	-16	0.0
CCOC(=O)CC1=C(C(=O)OCC)C(c2ccc(OC)c(OC)c2)C(C#N)=C(N)O1 (stereo not given)	-2	-4	-9	-4	94	0	-6	-2.1	0	-0.1
Cc1ccc(N(C)S(=O)(=O)c2ccc3c(c2)NC(=O)C(C)S3)cc1 (stereo not given)	-6	6	-9	-5	99	-5	-2	-0.4	6	0.3
c1ccc2c(c1)nc(N1CCCCC1)c1ccccc12	16	0	7	-2	95	1	-4	0.8	8	0.0
Cc1cc(C(=O)NCCC2=CCCCC2)ccc1[N+](=O)[O-]	-5	0	4	-5	89	-1	-7	1.1	-2	0.3
Nn1c(SCC(=O)Nc2cccc(S(N)(=O)=O)c2)nnc1C1CC1	10	-1	0	14	97	1	-6	-0.5	0	-0.2
O=C(CN1CCN(S(=O)(=O)c2ccc3c(c2)OCCCO3)CC1)N1CCc2ccccc21	-1	-2	3	·	82	-5	-12	0.5	-12	0.1
(listing goes on)
SMILES	H9c2 protect	m5-HT2A agonist	PDI inh	Vif inh	ABCB6 inh MLPCN	Glyco luc inh	CaV13 ICDI inh	iPSC survival up	Granule exo inh	aDG glyco act
COCCN(C(=O)C(=O)NC1CCCC1)C(C(=O)NC1CCCC1)c1ccccc1F (stereo not given)	7	5	-3	25	101	-1	-5	-0.4	1	0.0
Cc1cccc(N2CCN(C(=O)C(Cc3ccccc3)NC(N)=O)CC2)c1C (stereo not given)	2	2	2	-10	92	-1	-5	-0.5	9	0.2
Cc1cccc(N=C2NC(=O)/C(=C/C=C/c3ccco3)S2)c1C	-6	-5	-5	-1	106	1	-5	1.7	-2	0.2
Cc1ccc(NC(=O)COc2ccccc2)cc1S(=O)(=O)N1CCCCCC1	-21	4	-5	-19	97	-2	-7	0.3	2	-0.1
CSCC[C@H](NC(=O)c1cccc([N+](=O)[O-])c1C)c1nc2ccccc2[nH]1	2	4	-11	-3	251	1	-6	0.7	?	-0.1
COC(=O)c1noc(-c2ccc(C)cc2)n1	-1	0	-1	6	108	2	-6	-1.2	-1	1.0
CCN(CC)CCn1c(=S)[nH]c2ccccc2c1=O	6	4	0	3	97	1	-7	-1.0	1	0.0
Cc1ccccc1-n1c(SCc2c(C)noc2C)nnc1-c1ccncc1	-5	4	11	11	90	0	-3	-2.3	-2	0.2
Cc1ccc(/C(N)=N/OC(=O)Cc2ccccc2)cc1	-5	7	-5	6	96	0	-3	3.1	-1	-0.3
Cc1nn(CC(=O)Nc2cccc(O)c2)c(=O)c2ccccc12	6	4	-3	-6	96	1	-16	0.8	-7	-0.1
CCOC(=O)c1c(NC(=O)/C=C/C(=O)O)sc(C)c1-c1ccc(C(C)(C)C)cc1	-11	6	14	-15	101	14	4	-0.6	4	1.5
